# Source: PubChem
# NadD block: blocks S. aureus nicotinate mononucleotide adenylyltransferase; purified NadD enzyme, colorimetric absorbance read-out; inhibition, % at 20 µM; 360,000 compounds, 0.78% hits; AID 602399; in the data active means inhibition above about 26%; further: some compounds past the cut are filed as inactive
# SUMO1 PPI mod: modulators of human SUMO1-mediated protein-protein interactions | P63165 | SUMO1 binding to a labelled peptide, TR-FRET, 1 h | inhibition, % at 20 µM | 360,000 compounds, 0.33% hits | AID 602429; in the data active means inhibition above about 37%
# STEP block: blocks human striatal-enriched tyrosine phosphatase; P54829; recombinant STEP, OMFP fluorogenic substrate, fluorescence; inhibition, % at 20 µM; 360,000 compounds, 0.25% hits; AID 588621;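 active means inhibition at 20 µM, scaled per plate between control wells, above about 37%, limit read from the data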;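 further: 0% = DMSO with enzyme and substrate and 100% = substrate only without enzyme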
#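 Assay system: isolated STEP enzyme / Timing: 20 min at room temperature, dark / Doses: 20 µM, 1% DMSO / Technique: fluorescence intensity, excitation 480 nm, emission 540 nm / Reagent: fluorogenic phosphatase substrate OMFP at 25 µM final / Measure: percent inhibition scaled to no-enzyme and uninhibited-enzyme controls, plate-pattern corrected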
# Neddylation inh: cullin neddylation inhibition | P61081+Q13564 | TR-FRET cullin neddylation, biochemical | calls only at 25 µM | 360,000 compounds, 0.58% hits | AID 651699; in the data active means inhibition above about 36%
# Scp-1 inhibitor: blocks human Scp-1 phosphatase activity | Q9GZU7 | 340,000 compounds, 0.88% hits | Recombinant Scp1, phosphopeptide, malachite green phosphate absorbance | inhibition, % at 20 µM;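 active means inhibition above about 50% at 20 µM, limit read from the data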;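 further: plate controls were DMSO wells with enzyme for no effect and wells lacking enzyme for full effect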
#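 Assay system: SCP-1 catalytic fragment, aa 76-261 | Buffer or medium: Tris acetate buffer pH 5.5 with MgCl2 and Tween-20 | Compound: One concentration, 20 µM, with 1.0% DMSO | Also added: Phospho 17-mer peptide substrate | Signal: Absorbance at 630 nm | Incubation: 45 min enzyme reaction at room temperature | Measure: % inhibition of SCP-1 phosphate liberation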
# CSN inh: inhibitors of human CSN-mediated cullin deneddylation; 360,000 compounds, 0.38% hits; Purified CSN, SCF-Nedd8-OG deneddylation, fluorescence polarization; Q92905; AID 651999; inhibition, % at 12.5 µM;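 active means pattern-corrected inhibition above about 35%, with an unprinted fluorescence ratio check between 0.5 and 1.5, limit read from the data, passing the limit was not always enough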;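 further: 0% = enzyme with substrate and 100% = substrate without enzyme; some results filed as inactive read as strong as hits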
#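 Detection – fluorescence polarization · System – HEK293T-derived human Csn5 enzyme · Controls – substrate-only high control, full reaction low control · Timing – 90 min, room temperature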
# DNMT1 block: DNMT1 (human) enzyme inhibition; P26358; DNMT1 molecular beacon, Hinp1I cleavage, fluorescence; inhibition (reported as % activation of signal), % at 10 µM; 360,000 compounds, 0.83% hits; AID 588458; in the data active means inhibition above about 50%
# Target sequence (P26358 504-1616 limits assumed): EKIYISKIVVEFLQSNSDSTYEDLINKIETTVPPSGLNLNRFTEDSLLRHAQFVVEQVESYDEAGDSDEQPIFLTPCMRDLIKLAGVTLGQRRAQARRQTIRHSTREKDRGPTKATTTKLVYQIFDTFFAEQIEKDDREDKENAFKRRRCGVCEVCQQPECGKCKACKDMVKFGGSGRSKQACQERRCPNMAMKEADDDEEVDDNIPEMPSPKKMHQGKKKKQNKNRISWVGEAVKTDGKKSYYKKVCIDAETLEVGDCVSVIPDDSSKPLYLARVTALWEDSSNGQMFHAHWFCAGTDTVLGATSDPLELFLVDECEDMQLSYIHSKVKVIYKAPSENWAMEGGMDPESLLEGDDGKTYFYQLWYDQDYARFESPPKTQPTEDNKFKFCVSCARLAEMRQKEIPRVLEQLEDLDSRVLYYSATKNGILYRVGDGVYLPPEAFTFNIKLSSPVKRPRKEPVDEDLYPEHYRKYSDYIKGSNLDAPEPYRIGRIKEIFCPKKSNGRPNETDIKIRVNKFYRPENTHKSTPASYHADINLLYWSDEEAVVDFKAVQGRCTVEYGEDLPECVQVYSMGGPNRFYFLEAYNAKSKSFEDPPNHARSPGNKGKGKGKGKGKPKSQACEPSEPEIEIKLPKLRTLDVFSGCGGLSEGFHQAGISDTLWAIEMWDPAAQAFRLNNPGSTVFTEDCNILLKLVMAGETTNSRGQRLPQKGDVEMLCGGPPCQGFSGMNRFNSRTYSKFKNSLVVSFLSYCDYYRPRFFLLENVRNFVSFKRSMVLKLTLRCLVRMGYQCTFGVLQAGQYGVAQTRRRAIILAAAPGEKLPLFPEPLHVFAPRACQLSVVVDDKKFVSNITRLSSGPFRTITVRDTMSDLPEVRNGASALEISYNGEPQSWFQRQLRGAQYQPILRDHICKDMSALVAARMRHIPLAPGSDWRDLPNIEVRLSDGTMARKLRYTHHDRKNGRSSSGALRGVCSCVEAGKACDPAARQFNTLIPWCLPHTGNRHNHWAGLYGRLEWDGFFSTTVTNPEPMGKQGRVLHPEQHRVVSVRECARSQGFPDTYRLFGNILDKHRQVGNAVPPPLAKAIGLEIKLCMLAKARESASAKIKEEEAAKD
# LMPTP block: blocks human LMPTP phosphatase. P24666. recombinant LMPTP-A, OMFP fluorogenic substrate, fluorescence intensity. inhibition, % at 20 µM. 360,000 compounds, 0.22% hits. AID 651560;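 active means compounds that cut the enzyme signal by at least half of the control window in the single-dose screen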;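 further: plate controls were DMSO wells with enzyme plus substrate for no effect and substrate without enzyme for full effect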
#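 Test system: LMPTP-A phosphatase enzyme. Amount: LMPTP-A at 0.625 nM final in the reaction. Reagent: OMFP substrate, 400 µM final. Times: 50 min at room temperature. Signal: endpoint fluorescence intensity from OMFP dephosphorylation. Read-out basis: % inhibition. Benchmarks: no-enzyme and uninhibited controls.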
# Rin1 Abl inh: blocks binding of human Rin1 to Abl; P00519+Q13671; TR-FRET Rin1/Abl binding, biochemical; inhibition, % at 7.35 µM; 360,000 compounds, 0.4% hits; AID 588664; in the data active means inhibition above about 5%, passing the limit was not always enough
# Rpn11 inh: inhibitors of human proteasome Rpn11; O00487; human 26S proteasome, Ub4-pepOG fluorescence polarization; 20S core pre-blocked with epoxomicin; calls only at 20 µM; 360,000 compounds, 0.59% hits;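 active means inhibition at 20 µM, scaled to each plate's controls, above about 33%, limit read from the data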
# Numbers without * were called inactive; i = inactive; . = not tested or not shown; + = active, no number. Compounds as they come (roughly 3.8% active in at least one column).
SMILES,NadD block,SUMO1 PPI mod,STEP block,Neddylation inh,Scp-1 inhibitor,CSN inh,DNMT1 block,LMPTP block,Rin1 Abl inh,Rpn11 inh
CCOc1cc(/C=N/NC(=O)C(C)Sc2ccccc2)ccc1O (stereo not drawn),-9,9,1,i,-1,-4,-1,-0.2,2,i
Cc1ccc(C(=O)CSc2nc3ccccc3c(=O)[nH]2)cc1C,0,3,-2,i,-5,5,-8,-0.7,2,i
COc1ccccc1N(C)S(=O)(=O)c1ccc(C(=O)OCC(=O)N2CCC2)cc1,1,2,-1,i,2,-12,0,0.6,4,i
COc1ccc(OCc2cc(C(=O)NC3CCOCC3)no2)c2ccccc12,-3,-5,2,i,-8,9,-6,2.0,-6,i
Cc1nc2n(COCCO)cnn2c(=O)c1Br,-6,8,0,i,-4,4,2,-2.1,3,i
CCC(=O)c1cc2c(cc1NC(=O)c1ccc(C)cc1)OCCO2,-11,2,0,i,-4,-9,1,-0.1,-1,i
CCc1ccc(N2CC(C(=O)OCC(=O)Nc3ccc(C(C)=O)cc3)CC2=O)cc1 (stereo not drawn),-5,5,3,i,-13,-8,-5,-0.2,4,i
NNC(=O)c1ccc(COc2ccc3c(c2)CCC3)cc1,7,1,5,i,3,-8,21,-1.4,-3,i
CC(=O)[C@H]1[C@H]([C@H](O)[C@H](O)CO)O[C@](O)(C(=O)O)C[C@@H]1O,3,-2,1,i,-1,7,11,-2.3,-1,i
O=C(c1ccc(Cl)cc1[N+](=O)[O-])N1CCN(c2ccccn2)CC1,-10,-21,-2,i,2,-3,-3,-0.8,-1,i
COc1ccc(NC(=O)c2nc[nH]c2C(=O)N2CCN(c3ccccc3)CC2)cc1,4,1,-3,i,-6,3,-7,0.8,3,i
Cc1noc(C)c1COc1cccc(C(=O)Nc2ccc(Br)cc2F)c1,-6,6,5,i,-7,-1,-3,2.4,-1,i
CC(C)(C)c1ccc(/C=C/C(=O)NC2=NCCS2)cc1,4,0,0,i,-1,1,9,0.7,-2,i
Nc1nc(SC23CC4CC(CC(C4)C2)C3)ns1,4,3,-2,i,-1,2,1,0.7,-2,i
COCCCNC(=O)CSc1c2c(nc3ccc(Cl)cc13)CCCC2,-4,-11,0,i,7,4,0,-0.3,-14,i
Nc1nonc1-c1nc2ccccc2n1Cc1ccc(F)cc1Cl,-1,3,-3,i,9,-1,0,1.0,-3,i
COc1ccccc1CNC(=O)CN(C)S(=O)(=O)c1cccc2cccnc12,-4,2,1,i,-1,0,5,-0.6,3,i
CC(C)S(=O)(=O)N1CCCC(c2cc(C(=O)Nc3ccc(F)c(Cl)c3)no2)C1 (stereo not drawn),0,4,2,i,.,6,-3,1.1,-2,i
Nc1c(Cl)ncnc1N1CCCC1,-6,-2,-2,i,-5,1,1,-1.1,7,i
COc1cccc(CCNC(=O)CCc2nnc(Cc3cc(OC)ccc3OC)o2)c1,-6,1,-1,i,-8,1,-4,-0.8,-2,i
Cc1noc(NS(=O)(=O)c2ccc(NC(=O)CCC3CCCC3)cc2)c1C,1,7,-1,i,-7,3,1,-4.1,1,i
C(=C\c1ccccc1)/CN1CCN(C(c2cccs2)c2nnnn2C2CCCC2)CC1 (stereo not drawn),-1,6,0,i,.,1,-4,-0.1,5,i
COc1ccc(C(C(=O)NC2CCCC2)N(Cc2cccnc2)C(=O)Cc2cccs2)cc1OC (stereo not drawn),-1,0,-1,i,-1,2,0,-1.0,-1,i
O=C(c1ccc(F)c(S(=O)(=O)N2CCOCC2)c1)N1CCN(c2ccc(F)cc2)CC1,3,-1,-2,i,-2,-5,0,-0.2,3,i
CN1CCN(c2ccccc2NC(=O)c2c(F)cccc2F)CC1,-4,2,7,i,-1,2,-1,-2.5,-4,i
O=C(Nc1ccccc1C(=O)NCCN1CCOCC1)c1cccc([N+](=O)[O-])c1,-10,-28,-2,i,-2,3,1,-0.1,-2,i
O=S(=O)(Nc1ccccc1Br)c1cccs1,2,0,-3,i,-4,2,2,-0.1,0,i
Cc1ccc(CNC(=O)CN(C)S(=O)(=O)c2cnc[nH]2)cc1,-2,1,1,i,-7,0,1,-1.9,-3,i
CC(C)C[C@H]1CN(CCCC[C@H]2CNC(=O)C(=O)N2Cc2ccccc2)C(=O)C(=O)N1CCc1ccc(O)cc1,12,-7,.,i,.,-1,.,-0.8,.,.
COc1ccc(Cl)cc1C(=O)NNC(=O)c1[nH]c(C)c(C(C)=O)c1C,7,-3,1,i,7,0,-7,-0.2,2,i
COc1ccc(NC(=S)NC(=O)c2ccccc2)cn1,-4,1,-2,i,-5,-4,1,-1.0,2,i
CCSC1=N/C(=C\c2ccc3c(c2)OCO3)C(=O)S1,0,-10,0,i,-4,6,3,1.6,3,+
CC(=O)NCCc1cc2ccc(C)c(C)c2[nH]c1=O,3,-3,0,i,-6,3,1,1.6,1,i
Cc1ccc(S(=O)(=O)N2CCOCC2)cc1NC(=O)CSc1nc2ccccc2c(=O)n1Cc1ccccc1,5,1,5,i,-5,1,-9,0.6,3,i
Nc1nc2ccccc2n1/N=C/c1ccc(-c2ccccc2)o1,2,-33,-1,i,0,5,-10,12,4,i
CCCC(C)C(=O)NCc1ccccc1OC (stereo not drawn),0,1,2,i,1,5,3,-2.6,1,i
COc1cc2cc(CCO)oc(=O)c2cc1OC,-2,-2,3,i,-8,-2,2,-1.0,2,i
CCOC(=O)CSc1nc(C)cc(Oc2ccc(=O)n(C)n2)n1,-2,-1,1,i,13,6,4,-0.6,1,i
CCCCc1nnc(NC(=O)CCS(=O)(=O)Cc2ccccc2)s1,-6,-4,0,i,-4,1,6,-1.7,-1,i
O=C(Nc1ccc(Oc2ccccc2)cc1)C1CCN(c2ncccn2)CC1,1,2,-2,i,-5,-3,7,-1.2,-2,i
CC(C)(O)C#Cc1ccc(C(=O)NCCc2ccc(S(N)(=O)=O)cc2)cc1,-4,-1,-2,i,-13,3,0,-1.1,0,i
CC1CCc2c(sc(NC(=O)CCc3nc4ccccc4c(=O)[nH]3)c2C#N)C1 (stereo not drawn),13,5,-1,i,-4,7,11,1.0,4,i
O=C(CN1C(=O)NC(Cc2ccccc2)C1=O)Nc1ccc(F)cc1 (stereo not drawn),0,5,-2,i,-6,0,1,-0.5,0,i
Cn1nnnc1Sc1ncnc2scc(-c3ccc(F)cc3)c12,10,-3,0,i,-5,10,-1,-1.1,2,+
CCN(CC)CCN(Cc1cc2cc3c(cc2[nH]c1=O)OCCO3)C(=O)NC1CCCCC1,-5,-3,1,i,-23,-3,0,0.7,-5,i

# Part of the list above, bar-delimited:
structure | NadD block | SUMO1 PPI mod | STEP block | Neddylation inh | Scp-1 inhibitor | CSN inh | DNMT1 block | LMPTP block | Rin1 Abl inh | Rpn11 inh
C(=C\c1ccccc1)/CN1CCN(C(c2cccs2)c2nnnn2C2CCCC2)CC1 (stereo not drawn) | -1 | 6 | 0 | i | . | 1 | -4 | -0.1 | 5 | i
COc1ccc(C(C(=O)NC2CCCC2)N(Cc2cccnc2)C(=O)Cc2cccs2)cc1OC (stereo not drawn) | -1 | 0 | -1 | i | -1 | 2 | 0 | -1.0 | -1 | i
O=C(c1ccc(F)c(S(=O)(=O)N2CCOCC2)c1)N1CCN(c2ccc(F)cc2)CC1 | 3 | -1 | -2 | i | -2 | -5 | 0 | -0.2 | 3 | i
CN1CCN(c2ccccc2NC(=O)c2c(F)cccc2F)CC1 | -4 | 2 | 7 | i | -1 | 2 | -1 | -2.5 | -4 | i
O=C(Nc1ccccc1C(=O)NCCN1CCOCC1)c1cccc([N+](=O)[O-])c1 | -10 | -28 | -2 | i | -2 | 3 | 1 | -0.1 | -2 | i

# (list continues)
SMILES,NadD block,SUMO1 PPI mod,STEP block,Neddylation inh,Scp-1 inhibitor,CSN inh,DNMT1 block,LMPTP block,Rin1 Abl inh,Rpn11 inh
O=C(Cc1ccc(F)cc1)NCC1CCCO1 (stereo not drawn),-1,3,-2,i,9,11,-1,1.1,-1,i
CCc1nc2ccc(C(=O)NCCCn3ccnc3)cn2c1N(C)CCCc1ccccc1,8,-5,3,i,.,-1,-5,-1.8,-3,i
O=C(c1ccc(Cl)c(Cl)c1)N1CCN(Cc2ccc3c(c2)OCO3)CC1,-2,1,-2,i,-5,-3,4,0.6,0,i
Cc1ccc(C)c(CSC2=NCCN2S(=O)(=O)c2ccccc2)c1,9,0,0,i,-1,-6,-1,1.5,3,i
O=C(NC12CC3CC(CC(C3)C1)C2)C1CC(=O)N(c2ccc(Br)cc2)C1 (stereo not drawn),3,1,1,i,0,4,8,1.6,2,i
COc1cc2[nH]c(=S)n(CCN3CCOCC3)c(=O)c2cc1OC,1,1,0,i,-8,9,-2,-1.4,-1,i
COCCOc1ccc(C(F)(F)F)cc1NC(=O)COC(=O)Cc1c[nH]c2ccccc12,-9,5,7,i,-7,-2,-10,7.6,5,i
COc1ccc(/C=C/C(=O)OCC(=O)NC2CCCC(C)C2C)cc1 (stereo not drawn),-6,-3,6,i,-5,4,-4,-0.7,2,i
Cc1ccccc1NC(=O)C1CCCN(C(=O)Nc2ccc(F)cc2)C1 (stereo not drawn),-2,4,-3,i,-12,-3,-1,-1.5,2,i
C/C(=N\NC(=O)c1nnn(-c2nonc2N)c1CSc1ccc(C)cc1)c1cccnc1,2,2,2,i,.,8,-3,-1.3,-4,i
Cc1ccc(NC2CCCN(C(=O)c3nonc3C)C2)cc1C (stereo not drawn),-4,-1,-6,i,.,4,-1,-1.6,5,i
Cc1ccc(S(=O)(=O)N(C)C)cc1NC(=O)C1CCC1,-5,-1,-2,i,4,2,0,-0.9,1,i
Cc1ccc(NCC(O)C(O)C(O)CO)cc1C (stereo not drawn),-3,-3,-2,i,-8,0,-9,-0.9,-2,i
COc1cccc(-c2ncc3ccccc3c2COC(=O)c2cccs2)c1,-1,-3,2,i,1,-2,-9,2.9,1,i
CCc1cccc(C)c1NC(=S)N(CCN(C)C)C(C)c1cccnc1 (stereo not drawn),0,-3,1,i,-5,3,1,-3.6,-2,i
CCOC(=O)C1(C)CCN1C(=O)c1ccc(OC)c(F)c1 (stereo not drawn),3,-3,1,i,.,-1,0,-0.5,0,i
O=C(CCCOC(=O)c1ccc(O)cc1O)c1ccccc1,-1,1,-4,i,1,-6,3,0.9,-2,i
CCCn1c(SCC(=O)Nc2ccc(C(=O)Nc3ccccc3OC)cc2)n[nH]c1=O,-6,-2,-2,i,-9,0,-1,0.7,-2,i
CCOc1ccc(NC(=O)N(CCCN2CCOCC2)Cc2cccnc2)cc1,9,2,-2,i,-7,2,-2,-6.2,2,i
O=C(Cn1cccc1)NCc1cccs1,5,-1,-2,i,2,1,2,-1.4,-2,i
O=C(Cn1cnc(S(=O)(=O)N2CCCC2)c1)Nc1ccc(OC(F)(F)F)cc1,-6,5,-1,i,6,5,4,-0.1,3,i
Cc1nnc(SCCn2c(N3CCN(C)CC3)nc3c2c(=O)[nH]c(=O)n3C)s1,-2,-2,-3,i,-10,1,4,-1.9,0,i
